From PubChem
UBC13 inh – human UBC13 polyubiquitination inhibition | P61088 | UBC13 polyubiquitin chain formation, TR-FRET | inhibition, % at 20 µM | 330,000 compounds, 0.47% hits | AID 485273; in the data active = inhibition above about 45%, passing the limit was not always enough
Target sequence (P61088 whole entry, looked up): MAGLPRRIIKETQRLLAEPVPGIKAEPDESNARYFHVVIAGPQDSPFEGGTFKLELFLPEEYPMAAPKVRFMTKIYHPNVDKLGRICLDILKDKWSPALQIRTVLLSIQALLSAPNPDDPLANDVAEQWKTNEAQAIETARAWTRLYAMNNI
SENP1 inh – SENP1 (human) catalytic domain inhibition; Q9P0U3; recombinant SENP1 catalytic domain, CyPet-SUMO1-YPet FRET cleavage; inhibition, % at 10 µM; 360,000 compounds, 0.21% hits;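 active = inhibition at least 30% at 10 µM, raw YFP signal under a set limit, fluorescence ratio 0.5 to 1.5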;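 also: 0% = enzyme with DMSO and 100% = no enzyme wells; some results filed as inactive read as strong as hits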
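System: Recombinant human SENP1 catalytic domain, His6-tagged | Incubation: Enzyme reaction for 50 min at room temperature, dark | Medium: Tris pH 8 with BME, BSA, NP40 and catalase | Also added: 25 nM SUMO1 FRET substrate | Compound: 10 µM single point, 0.5% DMSO | Measured by: FRET fluorescence in CFP and YFP emission channels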
SENP7 block – blocks the human protease SENP7 | Q9BQF6 | recombinant SENP7, Z-RLRGG-aminoluciferin luminescence, 40 min | inhibition, % at 5 µM | 330,000 compounds, 1.5% hits;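 active = inhibition above about 50% at the single test dose, limit read from the data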;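 also: plate controls were DMSO with enzyme for no effect and no enzyme buffer wells for full effect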
Target sequence (Q9BQF6 706-1050 limits assumed): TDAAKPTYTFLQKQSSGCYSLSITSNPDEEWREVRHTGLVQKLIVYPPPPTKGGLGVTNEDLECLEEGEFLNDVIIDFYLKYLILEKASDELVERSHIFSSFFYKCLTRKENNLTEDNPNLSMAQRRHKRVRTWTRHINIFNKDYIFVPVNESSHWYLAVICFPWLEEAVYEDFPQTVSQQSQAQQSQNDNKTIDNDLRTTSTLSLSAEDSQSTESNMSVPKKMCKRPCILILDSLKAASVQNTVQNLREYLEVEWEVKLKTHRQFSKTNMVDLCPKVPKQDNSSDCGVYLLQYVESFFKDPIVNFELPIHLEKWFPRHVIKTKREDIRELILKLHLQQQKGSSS
APOBEC3G inh – inhibitors of human APOBEC3G DNA deaminase | Q9HC16 | recombinant A3G, ssDNA deamination FAM/TAMRA fluorescence | inhibition, % at 20 µM | 330,000 compounds, 0.28% hits;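 active = inhibition of at least 40% at 20 µM, with no more than 30% in the related APOBEC3A deaminase screen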;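 also: plate controls were DMSO wells with A3G for no effect and wells lacking A3G enzyme for full effect; some compounds called inactive have numbers as strong as hits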
SENP6 inh – inhibitors of human SENP6 protease; inhibition, % at 10 µM; 330,000 compounds, 1.8% hits; AID 2599; Q9GZR1; Recombinant SENP6 catalytic domain, aminoluciferin luminescence;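 active = inhibition above about 50% at the single tested dose, limit read from the data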;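 also: plate controls were DMSO wells with enzyme for no effect and DMSO wells lacking enzyme for full effect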
Target sequence (Q9GZR1 628-1112 limits assumed): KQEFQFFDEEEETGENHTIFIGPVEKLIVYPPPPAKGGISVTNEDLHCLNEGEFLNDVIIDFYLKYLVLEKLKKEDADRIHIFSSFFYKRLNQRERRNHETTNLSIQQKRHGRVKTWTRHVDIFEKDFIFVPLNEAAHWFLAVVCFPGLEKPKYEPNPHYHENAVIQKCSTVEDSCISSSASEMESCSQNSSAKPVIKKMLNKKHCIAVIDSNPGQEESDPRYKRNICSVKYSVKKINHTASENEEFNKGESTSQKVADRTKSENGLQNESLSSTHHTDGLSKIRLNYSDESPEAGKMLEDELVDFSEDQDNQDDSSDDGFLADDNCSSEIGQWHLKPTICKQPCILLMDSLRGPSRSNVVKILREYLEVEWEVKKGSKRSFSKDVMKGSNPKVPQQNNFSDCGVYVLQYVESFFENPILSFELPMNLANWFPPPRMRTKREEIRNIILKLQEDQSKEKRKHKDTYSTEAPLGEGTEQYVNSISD
SENP8 block-1 – blocks human SENP8 cleavage of Nedd8 substrate; recombinant SENP8, Nedd8 substrate fluorescence; Q96LD8; AID 602440; 360,000 compounds, 0.64% hits; inhibition, % at 20 µM; in the data active = inhibition mostly above about 40%, no sharp cut-off; inactive = mostly below about 27%
Apaf-1 inh – human Apaf-1 inhibition; O14727; reconstituted apoptosome caspase-3 activity, DEVD-Rh110 fluorescence; inhibition, % at 20 µM; 330,000 compounds, 0.71% hits; AID 489030; active = inhibition of at least 40% at 20 µM;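 also: plate controls were DMSO wells for no effect and DEVD-CHO caspase inhibitor wells for full effect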
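System: Apoptosome proteins | Medium: Hepes pH 7.5 with detergent and BSA | Also added: Cytochrome c trigger plus (Z-DEVD)2-Rh110 caspase-3 substrate | Incubation: 30 min compound preincubation, 50 min activation, room temperature | Detection: Rhodamine 110 fluorescence at Ex 480/Em 540 nm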
SENP8 block-2 – blocks the human protease SENP8. inhibition, % at 10 µM. AID 2540. purified SENP8, Z-RLRGG-aminoluciferin cleavage, luminescence. 330,000 compounds, 1.2% hits. Q96LD8; in the data active = inhibition above about 50%
* hit, by the source's call.

cpd	SMILES	UBC13 inh	SENP1 inh	SENP7 block	APOBEC3G inh
1	COc1ccc(Nc2nc(NCC3CCCO3)nc(N)c2[N+](=O)[O-])cc1 (stereo unspecified)	0	2	8	11
2	CCN(CC)c1nc2c(c(=O)[nH]c(=O)n2C)n1CCOc1ccccc1	-6	3	-13	-1
3	NC(=O)c1oc2ccccc2c1NC(=O)CS(=O)(=O)c1ccccc1	5	0	1	-2
4	CC(C)(C)C1c2[nH]c3ccccc3c2CCN1Cc1cccc(OCCO)c1 (stereo unspecified)	3	-58	8	-3
5	CCn1cc(CN2CCC(n3nccc3NC(=O)Cc3ccccc3)CC2)cn1	-1	1	4	-2
6	COc1ccc(C(CCN(Cc2ccc(OC)c(OC)c2)C(=O)CCl)c2ccccc2)cc1 (stereo unspecified)	-6	-2	-4	-2
7	COc1ccccc1CN1[C@@H](CC(=O)O)c2ccccc2S1(=O)=O	4	3	-12	-3
8	O=C(CSCc1c(F)cccc1Cl)NNC(=S)NC1CCCCC1	-14	0	6	-4
9	COc1ccccc1CNc1n[nH]c(NCc2ccccc2OC)n1	2	1	-1	-3
10	Cc1ccc(-c2nc(NCC3CCCO3)sc2C)cc1 (stereo unspecified)	0	4	7	-4
11	COC(=O)c1ccc(N2CCc3ccccc32)c([N+](=O)[O-])c1	-49	3	6	-5
12	O=C(CC1C(=O)NCCN1CC1CCCCC1)NC1(c2ccccc2)CC1 (stereo unspecified)	5	-5	0	-4
13	COC(=O)c1nc(N)sc1-c1ccc(Cl)cc1	11	0	6	-6
14	CCCC(C)NC(=O)COc1ccc(S(=O)(=O)N2CCCC2)cc1 (stereo unspecified)	7	1	-2	-5
15	O=C(CCn1ccc2ccccc21)Nc1ccc(N2CCOCC2)cc1	1	0	5	-2

cpd	SENP6 inh	SENP8 block-1	Apaf-1 inh	SENP8 block-2
1	-19	7	14	-8
2	-10	12	10	-3
3	5	-65	1	13
4	7	-146	3	8
5	15	6	-53	6
6	1	6	17	-3
7	-1	20	-7	4
8	0	-2	16	2
9	-8	19	-10	4
10	5	5	3	2
11	-11	23	8	-2
12	-16	-16	7	3
13	-15	-366	8	3
14	4	13	0	0
15	-7	33	6	3

Going on with the list.
cpd	SMILES	UBC13 inh	SENP1 inh	SENP7 block	APOBEC3G inh
16	Cc1c(C(=O)OCc2nc3ccsc3c(=O)[nH]2)oc2ccccc12	-15	-1	-9	-2
17	O=c1c2cnn(-c3ccccc3)c2ncn1Cc1ccccc1F	-4	2	-18	-12
18	COc1ccccc1OC(C)C(=O)Nc1ccccc1C(=O)NCc1cccnc1 (stereo unspecified)	5	1	-3	-8
19	CC(=O)c1ccc2cccc3c2c1N=CN3C	-27	-30	-10	-7
20	CCC(=O)c1c(NC(C)C)cc(C)oc1=O	-4	-1	-1	-13
21	CC(=O)c1ccc(N/C=C/C(=O)c2ccc(Br)cc2)cc1	0	-130	1	-4
22	Cc1cc(C)n2nc(C(=O)N3CCN(c4ccc([N+](=O)[O-])cc4)CC3)nc2n1	-28	3	0	-8
23	CCn1c(SCC(=O)c2ccc(O)c(O)c2)nnc1-c1ccccc1OC	-13	1	12	-3
24	CC(C)Oc1ccc(C(=O)Nc2ccc(N(C)C)cc2)cc1	-2	-3	37	24
25	O=C(C[n+]1cccc2ccccc21)c1ccc(Cl)cc1	-1	43*	-5	-4
26	O=C(CCO)c1ccc(O)cc1	4	-1	-5	-1
27	COc1ccc(C2C(C(=O)N3CCN(c4ccccc4)CC3)c3ccccc3C(=O)N2C)cc1OC (stereo unspecified)	-2	-4	-6	-5
28	O=C1CC(c2ccco2)CC2=C1C(c1ccccc1)n1nc(C(F)(F)F)nc1N2 (stereo unspecified)	8	-2	-9	-7
29	O=C1NCCOC(=O)[C@H](Cc2ccc(F)cc2)C/C=C\C[C@@H]1CC(=O)N(CCO)Cc1ccccc1	9	2	2	-3
30	Cc1ccccc1OCCn1cc(/C=C(\C#N)C(=O)NCc2ccco2)c2ccccc21	-7	-30	-4	-7

cpd	SENP6 inh	SENP8 block-1	Apaf-1 inh	SENP8 block-2
16	-22	8	1	-11
17	-4	8	16	-3
18	2	0	4	-10
19	10	-279	19	-4
20	13	9	-23	7
21	2	-487	-18	3
22	3	28	6	-10
23	12	30	8	-6
24	45	23	4	15
25	-7	-27	9	3
26	-3	44*	-23	7
27	2	7	10	2
28	4	-286	-9	-7
29	-5	28	2	7
30	-6	-46	5	-8

Other compounds:
cpd	SMILES	UBC13 inh	SENP1 inh	SENP7 block	APOBEC3G inh
31	C=CCn1c(COc2ccc(Cl)cc2)nnc1SCC(=O)NCC(=O)OCC	10	1	4	0
32	Cc1cnc(C(=O)Nc2cc(F)ccc2C)cn1	9	3	4	-8
33	CN(C)c1ccc(CNCCC(Cc2ccccc2)c2ccco2)cc1 (stereo unspecified)	6	0	4	-3
34	CCOC(=O)CSc1nc(C(C)(C)C)cc(C(F)(F)F)c1C#N	47*	-7	3	-4
35	CCOC(=O)/C(C#N)=C/Nc1ccccc1NS(=O)(=O)c1cccc(C(C)=O)c1	0	-1	0	-6
36	O=C(CCc1ccccc1)Nc1cccnc1Cl	4	3	0	-8
37	CCOc1ncccc1C(=O)OCc1ccc([N+](=O)[O-])cc1	7	2	-7	-6
38	CC(Sc1nnc(-c2ccncc2)n1C)C(=O)NCC1CCCO1 (stereo unspecified)	-4	3	-8	-4
39	COCc1ccc(CN2CCc3c([nH]c4ccccc34)C2C(C)(C)C)o1 (stereo unspecified)	0	-45	7	3
40	CCCCCCCN1C2=NCCCN2c2ccccc21	12	3	1	-8
41	CCOc1ccc(NC(=O)CCNc2c(N3CCCC3)c(=O)c2=O)cc1	-6	4	-1	-5
42	O=C(Nc1ccccc1)c1ccc(-n2cnnn2)cc1	-2	1	19	3
43	O=C(COC(=O)c1cc(Cl)nc2ccccc12)c1ccc(Cl)cc1	-10	1	-3	-7
44	O=[N+]([O-])c1cccc(CSc2ncnc3ccccc23)c1	10	0	-2	-7
45	COCC(=O)N1CCCC(C(=O)c2ccc(C(F)(F)F)cc2)C1 (stereo unspecified)	-1	0	-3	-4

cpd	SENP6 inh	SENP8 block-1	Apaf-1 inh	SENP8 block-2
31	1	7	3	-6
32	-9	12	-4	-7
33	-7	14	-10	4
34	-12	-28	12	-2
35	-28	-2	8	1
36	-8	18	-7	-4
37	-13	17	-6	-10
38	-20	7	2	-2
39	-2	-83	12	1
40	3	15	-4	5
41	-12	35	-1	-4
42	-5	-1	2	2
43	-15	-48	7	-14
44	-10	14	20	-10
45	-9	0	-4	0

Some of the entries above, reformatted.
Below each SMILES: UBC13 inh | SENP1 inh | SENP7 block | APOBEC3G inh | SENP6 inh | SENP8 block-1 | Apaf-1 inh | SENP8 block-2
34	CCOC(=O)CSc1nc(C(C)(C)C)cc(C(F)(F)F)c1C#N
    47* | -7 | 3 | -4 | -12 | -28 | 12 | -2
35	CCOC(=O)/C(C#N)=C/Nc1ccccc1NS(=O)(=O)c1cccc(C(C)=O)c1
    0 | -1 | 0 | -6 | -28 | -2 | 8 | 1
36	O=C(CCc1ccccc1)Nc1cccnc1Cl
    4 | 3 | 0 | -8 | -8 | 18 | -7 | -4
37	CCOc1ncccc1C(=O)OCc1ccc([N+](=O)[O-])cc1
    7 | 2 | -7 | -6 | -13 | 17 | -6 | -10
38	CC(Sc1nnc(-c2ccncc2)n1C)C(=O)NCC1CCCO1 (stereo unspecified)
    -4 | 3 | -8 | -4 | -20 | 7 | 2 | -2
39	COCc1ccc(CN2CCc3c([nH]c4ccccc34)C2C(C)(C)C)o1 (stereo unspecified)
    0 | -45 | 7 | 3 | -2 | -83 | 12 | 1
40	CCCCCCCN1C2=NCCCN2c2ccccc21
    12 | 3 | 1 | -8 | 3 | 15 | -4 | 5
41	CCOc1ccc(NC(=O)CCNc2c(N3CCCC3)c(=O)c2=O)cc1
    -6 | 4 | -1 | -5 | -12 | 35 | -1 | -4
42	O=C(Nc1ccccc1)c1ccc(-n2cnnn2)cc1
    -2 | 1 | 19 | 3 | -5 | -1 | 2 | 2
43	O=C(COC(=O)c1cc(Cl)nc2ccccc12)c1ccc(Cl)cc1
    -10 | 1 | -3 | -7 | -15 | -48 | 7 | -14
44	O=[N+]([O-])c1cccc(CSc2ncnc3ccccc23)c1
    10 | 0 | -2 | -7 | -10 | 14 | 20 | -10
45	COCC(=O)N1CCCC(C(=O)c2ccc(C(F)(F)F)cc2)C1 (stereo unspecified)
    -1 | 0 | -3 | -4 | -9 | 0 | -4 | 0

Next part.
cpd	SMILES	UBC13 inh	SENP1 inh	SENP7 block	APOBEC3G inh
46	CC(=O)c1sc(NC(=O)c2cc(S(=O)(=O)N3CCOCC3)ccc2F)nc1C	-9	-2	-6	-12
47	CN(c1ccccc1)C1CCCCC1NS(=O)(=O)c1ccc(Cl)cc1 (stereo unspecified)	-4	-1	-4	-8
48	COc1ccc(C(=O)O)nc1C	-6	3	-4	-9
49	COc1cc(Br)cc(CN2CCN(C=O)CC2)c1O	7	1	0	-2
50	O=C(NC1CCSc2ccccc21)c1ccccc1F (stereo unspecified)	-3	1	-9	-8
51	CCC(=O)Nc1ccc(Oc2ccc(NC(=O)CC)c(NC(=O)CC)c2)cc1	2	-1	8	-7
52	Cc1cc(=O)n2c(n1)NC(Nc1cccc(C)c1C)=NC2c1ccccc1 (stereo unspecified)	6	5	-5	-5
53	Cn1c(=O)c2c(nc(SCCNS(=O)(=O)c3ccccc3)n2C)n(C)c1=O	1	1	-3	-14
54	O=C(COc1ccccc1)Nc1ccc(-c2ccc(N3CCOCC3)nn2)cc1	-12	2	2	-9
55	COC(=O)c1ccc(OC)c(CSc2nnc(COc3cccc(C)c3)o2)c1	12	2	2	-2
56	O=C(Nc1ccc(F)cc1)c1cn(-c2ccccc2)nc1-c1ccncc1	6	0	-1	-4
57	CCCCN(C)C(=O)c1ccc(S(=O)(=O)N2CCOCC2)cc1	6	3	1	-4
58	Cc1cc(NC(=O)c2ccc(Br)c(S(=O)(=O)N3CCCC3)c2)no1	2	0	4	-7
59	Cc1cc(C)cc(NS(=O)(=O)c2ccc3[nH]c(=O)[nH]c3c2)c1	4	2	0	-3
60	Cc1nc2ccccc2n1C1CC(=O)N(Cc2ccccc2)C1=O (stereo unspecified)	6	1	1	-5
61	Cn1cnnc1Sc1ccc(S(C)(=O)=O)cc1[N+](=O)[O-]	12	1	-2	-11
62	CCOc1ccc(N=C2NC(=O)S/C2=C\c2ccc(OC)cc2)cc1	-19	-1	-6	-2

cpd	SENP6 inh	SENP8 block-1	Apaf-1 inh	SENP8 block-2
46	-19	-92	4	-8
47	-6	-12	27	-4
48	-8	20	9	-9
49	-16	11	-17	8
50	-22	10	-1	-8
51	-7	-3	-11	3
52	-18	-20	-8	2
53	-10	18	-3	2
54	11	-94	15	12
55	11	1	8	6
56	-6	18	-2	4
57	-10	10	-1	-12
58	7	9	1	8
59	-10	12	2	5
60	-11	10	-12	-10
61	-8	25	-23	-3
62	-29	15	2	-2
